Screening results from PubChem.
RORgamma inh: qHTS for inhibitors of ROR gamma transcriptional activity; Nuclear receptor ROR-gamma (Mus musculus), P51450; Drosophila S2 Gal4-RORgamma UAS-luciferase reporter, 20 h; Potency, µM (top dose mostly 53.6 µM), for the others: top-dose activity change, negative = inhibition, usual class: inhibitors; hit rate 5.4% among 310,000; note: potency is the fitted concentration of half-maximal effect; % is set by controls: 0 for no effect and ±100 for the full control effect; nearly all actives have a fitted effect of over 60% in size
Target sequence (P51450 whole entry, looked up, the tested form may be a part): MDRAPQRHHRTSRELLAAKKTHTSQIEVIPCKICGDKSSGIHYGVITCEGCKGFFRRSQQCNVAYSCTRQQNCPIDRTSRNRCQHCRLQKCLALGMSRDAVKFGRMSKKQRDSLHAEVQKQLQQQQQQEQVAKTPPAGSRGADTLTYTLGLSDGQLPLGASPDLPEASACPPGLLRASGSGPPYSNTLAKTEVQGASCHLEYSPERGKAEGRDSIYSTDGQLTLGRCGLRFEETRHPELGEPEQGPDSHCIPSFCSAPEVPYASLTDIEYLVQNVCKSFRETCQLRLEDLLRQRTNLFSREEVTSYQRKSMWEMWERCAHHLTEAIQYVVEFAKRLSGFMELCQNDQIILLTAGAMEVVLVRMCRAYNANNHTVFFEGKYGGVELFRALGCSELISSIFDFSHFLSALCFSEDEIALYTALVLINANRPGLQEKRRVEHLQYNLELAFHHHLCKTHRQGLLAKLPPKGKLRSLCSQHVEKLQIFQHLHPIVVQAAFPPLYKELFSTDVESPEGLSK
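Stably transfected Drosophila Schneider cells are the test system, with ROR gamma fused to Gal4 and luciferase under UAS control; luminescence is read after 20 hr of 700 uM copper sulfate induction at ambient temperature.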
ELG1 DNA repair: qHTS screen for small molecules that inhibit ELG1-dependent DNA repair in human embryonic kidney (HEK293T) cells expressing luciferase-tagged ELG1; HEK293T ELG1-luciferase reporter, luminescence, 16 h; DNA damage induced by 5-fluorouridine; Potency, µM (top dose mostly 46.1 µM), for inactives: at the highest dose activity change, negative = inhibition, hits mostly inhibitors; hit rate 2.3% among 330,000; AID 504467, 2011; note: potency is the fitted concentration of half-maximal effect; % is set by controls: 0 for no effect and ±100 for the full control effect; nearly all actives have a fitted effect of over 55% in size
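HEK293T cells expressing luciferase-tagged ELG1 (2,000/well) received 5-Fluorouridine plus compound or DMSO for 16 hr at 37 °C. Luciferase was read by ONE-Glo luminescence after 30 min at room temperature.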
Menin MLL FP TR: qHTS Assay for Inhibitors Targeting the Menin-MLL Interaction in MLL Related Leukemias: Competition With Texas Red Labeled MLL-derived Mutant Peptide; Menin + Texas Red MLL mutant peptide, fluorescence polarization; AID 1768, 2009; O00255; Potency, µM (highest dose often 61.6 µM), without a hit: at the top dose FP activity change, negative = inhibition, hits mostly inhibitors; hit rate 0.23% among 270,000; active = well fitted inhibition curve with a large enough effect in the polarisation, with a control signal flat, not every such curve was filed as active; inconclusive = small, poorly fitted or top-dose-only effect, or effect the other way, or a change in a side signal; inactive = no such curve, though single readings can be large or run the other way; the % refers to the polarisation; note: potency is the fitted concentration of half-maximal effect; % of control where 0% means no effect; many of its hits are not listed in these tables
Mito fusion yeast: qHTS Assay for Small Molecule Inhibitors of Mitochondrial Division or Activators of Mitochondrial Fusion | S. cerevisiae fusion-defective mutant growth rescue, CellTiterGlo 48 h | Potency, µM (top dose mostly 46.1 µM), inactives show at the highest dose growth rescue (activation), hits mostly activators | hit rate 0.23% among 320,000 | AID 485298, 2010;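 note: potency is the fitted concentration of half-maximal effect; % of control where 0% means no effect; nearly all actives have a fitted effect of over 45% in size; temperature-sensitive fusion mutants such as fzo1-1 at 37 °C on non-fermentable ethanol glycerol medium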
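Compounds are tested for their ability to restore growth of mitochondrial fusion-defective yeast strains at non-permissive 37C in YPEG medium over 48 hours. Viability is quantified by luciferase luminescence.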
KCNH2 3.1 inh: qHTS for Inhibitors of KCHN2 3.1: Mutant qHTS; Potassium voltage-gated channel subfamily H member 2, brain isoform KCNH2 3.1 (human); U2OS KCNH2 3.1, thallium flux FluxOr; hits give low values; activity change, % (tested at about 1.8 µM); hit rate 0.95% among 340,000;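 active = maximum activity change below -70%; inconclusive = maximum activity change from -70% to -50%; inactive = maximum activity change above -50%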;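 note: thallium influx rate constant from kinetic fluorescence after stimulation buffer; % is set by controls: 0 for no effect and ±100 for the full control effect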
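FluxOr-based Tl+ influx in U2OS cells transduced with KCNH2 3.1 virus; rate constants normalized to DMSO controls.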
PKM2 activator: qHTS Assay for Activators of Human Muscle isoform 2 Pyruvate Kinase; Pyruvate kinase PKM (Homo sapiens), P14618; purified PKM2, Kinase-Glo ATP luminescence, activation; response scale: 0% is enzyme alone, no compound; Potency, µM (doses to about 57.5 µM), inactives show at the top dose activation, actives largely listed as activators; hit rate 0.34% among 260,000; AID 1631, 2009; note: potency is the fitted concentration of half-maximal effect; % is set by controls: 0 for no effect and ±100 for the full control effect; nearly all actives have a fitted effect of over 55% in size
Target sequence (P14618 whole entry, looked up, canonical isoform): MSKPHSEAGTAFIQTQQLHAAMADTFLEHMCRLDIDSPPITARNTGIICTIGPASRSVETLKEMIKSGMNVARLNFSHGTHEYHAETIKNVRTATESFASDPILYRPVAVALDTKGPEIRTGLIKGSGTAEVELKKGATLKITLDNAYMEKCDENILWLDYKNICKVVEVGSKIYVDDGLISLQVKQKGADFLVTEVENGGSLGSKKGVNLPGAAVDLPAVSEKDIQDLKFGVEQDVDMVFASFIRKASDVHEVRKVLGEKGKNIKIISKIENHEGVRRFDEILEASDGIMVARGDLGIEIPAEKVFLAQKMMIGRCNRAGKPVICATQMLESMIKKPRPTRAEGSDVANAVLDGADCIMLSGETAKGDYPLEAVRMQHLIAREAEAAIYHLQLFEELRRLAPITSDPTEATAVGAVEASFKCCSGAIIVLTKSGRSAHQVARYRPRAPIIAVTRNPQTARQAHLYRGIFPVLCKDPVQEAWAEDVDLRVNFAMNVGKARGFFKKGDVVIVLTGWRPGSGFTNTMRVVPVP
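Kinase-Glo luminescence reports ATP generated from ADP (0.1 mM) and PEP (0.5 mM) by purified hPK-M2 after 1 h at room temperature, pH 7.2 imidazole buffer; intermediate enzyme activity allows detecting inhibitors and activators.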
Gal4-VP16 FLuc: VP16 counterscreen qHTS for inhibitors of ROR gamma transcriptional activity; Drosophila S2 Gal4-VP16 UAS-luciferase, luminescence, 20 h; Potency, µM (doses to about 53.6 µM), for the others: top-dose activity, negative = inhibition, actives largely listed as inhibitors; hit rate 3.5% among 310,000;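 note: Gal4-VP16 expression switched on by copper sulfate through the metallothionein promoter; potency is the fitted concentration of half-maximal effect; % is set by controls: 0 for no effect and ±100 for the full control effect; nearly all actives have a fitted effect of over 50% in size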
MBNL1 CUG block: qHTS Assay for Inhibitors of MBNL1-poly(CUG) RNA binding. AID 2675, 2010. Potency, µM (top dose mostly 57.5 µM), without a hit: top-dose activity change, negative = inhibition, actives largely listed as inhibitors. TR-FRET MBNL1-His/biotin-(CUG)12 binding, 665/545 ratio. Muscleblind-like protein 1 (Homo sapiens), Q9NR56. hit rate 0.036% among 280,000; active = well fitted inhibition curve with a large enough effect in the signal ratio, with a control signal flat, not every such curve was filed as active; inconclusive = small, poorly fitted or top-dose-only effect, or effect the other way, or a change in a side signal; inactive = no such curve, though single readings can be large or run the other way; the % refers to the signal ratio; note: potency is the fitted concentration of half-maximal effect; % is set by controls: 0 for no effect and ±100 for the full control effect
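MBNL1-His + Biotin-(CUG)12, cpd titration 92 nM–58 uM; Tb anti-His Ab 0.055 ng/ul, SA-XL665 5 nM (final); 60 min RT; ratiometric 665/545 nm, Ex 340 nm; normalized to buffer and full-complex controls.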
Rab9 promoter act: qHTS Assay for Rab9 Promoter Activators; Huh7 Rab9 promoter-luciferase reporter, luminescence, 24 h; Potency, µM (titrated, usually from 9.22 µM), inactives show top-dose activation, negative = inhibition, usual class: activators; hit rate 2.8% among 320,000; AID 485297, 2010; note: potency is the fitted concentration of half-maximal effect; % of control where 0% means no effect; nearly all actives have a fitted effect of over 60% in size
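Luminescence from Amplite-detected luciferase (10 minutes, ambient) reports Rab9 promoter activation. Before that, stable Rab9-luciferase Huh7 cells (1500/well, reduced-serum OP-MEM I plus 10% FBS) were exposed to compound for 24 hours at 37C.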
NPC1 prom act: qHTS Assay for NPC1 Promoter Activators; Huh7 NPC1 promoter luciferase reporter, 24 h; Potency, µM (titrated, usually from 9.22 µM), for the others: at the top dose activation, actives largely listed as activators; hit rate 2.4% among 320,000; AID 485313, 2010;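 note: potency is the fitted concentration of half-maximal effect; % of control where 0% means no effect; nearly all actives have a fitted effect of over 60% in size; reporter is driven by a mutant NPC1 promoter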
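Stably transfected Huh7 (NPC1 promoter→luciferase), 1500 cells/well in Opti-MEM + 10% FBS, 2 h settle, then compound 24 h at 37 °C. Luminescence after 10 min with Amplite reagent.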
FLuc modulator: qHTS profiling assay for firefly luciferase inhibitor/activator using purifed enzyme and Km concentrations of substrates (counterscreen for miR-21 project) | Luciferin 4-monooxygenase (Photinus pyralis), P08659 | purified FLuc, Km substrates, luminescence inhibition | Potency, µM (series often up to 57.5 µM), inactives show top-dose activity change, negative = inhibition, most hits filed as inhibitors | hit rate 6.9% among 360,000 | AID 588342, 2011;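 note: potency is the fitted concentration of half-maximal effect; plate controls were vehicle for no effect and reference inhibitor for full effect; nearly all actives have a fitted effect of over 55% in size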
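Purified P. pyralis luciferase, 10 nM final, with Km-level 10 uM D-luciferin and 10 uM ATP in 50 mM Tris acetate pH 7.5, 10 mM Mg acetate, 0.01% Tween-20, 0.05% BSA; 6-point qHTS titration about 60 µM downward; luminescence read.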
Active calls of the source: *; ? = inconclusive; . = no result given; & = joins results of further samples; [ ] = dose if it differs, or a comment. Unless noted, calls come from the whole dose curve; as a rule, active = well fitted curve in the direction sought with a large enough effect; inconclusive = small, poorly fitted or top-dose-only effect, or another doubt; inactive = no such curve, though single readings can be large; an effect the other way counts as inactive or inconclusive. These rows are one share of the data; the hit share may differ from the screen's.

SMILES	RORgamma inh	ELG1 DNA repair	Menin MLL FP TR	Mito fusion yeast	KCNH2 3.1 inh	PKM2 activator	Gal4-VP16 FLuc	MBNL1 CUG block	Rab9 promoter act	NPC1 prom act	FLuc modulator
CC1(C)N=C(c2cccc(F)c2)C(=O)N1	-5%	0%	8%	5%	-9	6%	-1%	-9%	3%	1%	3%
CCC(CO)NC(=O)c1cc2c(s1)CCC2 (stereo unspecified)	7%	8%	-2%	-2%	-9	-5%	-8%	3%	14%	2%	1%
COc1ccc(OCCC(=O)N2CCN(C)CC2)cc1	1%	1%	-2%	1%	-10	-3%	-8%	-11%	-5%	-5%	-3%
O=c1oc2cc(OCc3nn[nH]n3)ccc2c2c1CCCC2	-7%	4%	1%	2%	8	-2%	3%	10%	-6%	-3%	?
COC(=O)C1=C(C(=O)OC)C(c2cc(Br)ccc2O)c2sc(=O)[nH]c2S1 (stereo unspecified)	26%[10 µM]	7%	24%	9%	7	10%	-5%	.	0%	-1%	1%
CCOC(=O)c1sc(NC(=O)CCCn2nc([N+](=O)[O-])cc2C)c(C(=O)OCC)c1C	16%	?	-22%	-1%	2	2%	-3%	-3%	1%	1%	4%
Cc1cc(OCc2n[nH]c(=S)n2-c2ccccc2)ccc1Cl	2.5µM*	-7%	0%	-2%	-9	0%	3.5µM*	4%	0%	-2%	0%
Cc1c(OCC(=O)NCCN2CCOCC2)ccc2c3c(c(=O)oc12)CCC3	-8%	?	-14%	-8%	20	1%[0.46 µM]	-4%	-2%	4%	-5%	4%
Cn1c(=O)c2[nH]c(NCC3CCCO3)nc2n(-c2ccccc2)c1=O (stereo unspecified)	22%	5%	?	1%	-10	21%	24%	?	-5%	0%	0%
O=C(Nc1nc2c(Br)cc(Br)cc2c(=O)s1)C1CCC1	-10%	16%	.	-2%	6	0%	-1%	21%	5%	-3%	2%
COc1ccc(S(=O)(=O)N2CCCC2C(=O)Nc2ccc(O)cc2)cc1 (stereo unspecified)	-2%	3%	2%	1%	-24	-5%	-9%	-4%	-2%	2%	-1%
CCOc1ccc(C(=O)NC2CCN(S(C)(=O)=O)CC2)cc1	20%	?	21%	-2%	0	-2%	5%	-7%	16%	5%	-12%
CC1CCCCN1C(=O)C1COc2ccccc2O1 (stereo unspecified)	-12%	20%	?	6%	2	3%	-3%	-4%	-1%	1%	2%
Cc1nc(NC(=O)COC(=O)c2cc3c(s2)CCC(C)C3)c(Cl)cc1Cl (stereo unspecified)	-13%	11%	-15%	9%	-9	3%	2%	-5%	-3%	-1%	-1%
COc1ccc2oc(C(=O)OCC(=O)NCc3ccco3)c(C)c2c1	.	11%	.	3%	3	.	.	.	0%	8%	-11%
Cc1nnc(NC(=O)/C=C/c2ccco2)s1	0%	?	?	16%	-14	-5%	-13%	-7%	29%	2.5µM*	?
CCC(=O)Nc1cc(ON=C(C)C)cc([N+](=O)[O-])c1	2%	-4%	3%	?	-12	-2%	0%	1%[11.5 µM]	-3%	-1%	1%
Clc1ccc(-n2cnnn2)cc1	-8%	6%	9%	-4%	-13	5%	-1%	-3%	-1%	-2%	0%
COc1ccc(CN2CCN(S(=O)(=O)c3ccc(NC(C)=O)cc3)CC2)c(OC)c1OC	4%	?	8%	6%	8	-4%	-11%	-14%	-4%	-1%	5%&3%
O=C(CSc1nnc([C@@H]2CCCN2)o1)c1ccc(Cl)cc1	-34%	?	0%	-9%	3	-2%	-1%	2%	28%	23%	-5%
CC1CCCN(C(=O)Nc2cccc(NC(=O)N3CCCC(C)C3C)c2)C1C (stereo unspecified)	13%	0%	3%	-1%	2	2%	-1%	-18%	6%	2%	?
CC(OC(=O)Cc1ccsc1)C(=O)Nc1ccc(C(N)=O)cc1 (stereo unspecified)	.	14%	.	-1%	6	.	.	.	1%	1%	.
Cc1ccc(Cn2c(=N)n(CC(=O)c3ccccc3)c3ccccc32)cc1	13µM*	?	?	-6%	24	5%	14µM*	3%	-17%	-5%	-10%
COC(=O)c1cc(NC(=O)c2ccc(Cn3cc(Cl)cn3)o2)cc(C(=O)OC)c1	?	?	45%[activator]	1%	-17	-1%	?	5%	-1%	-1%	-2%
COc1ccccc1N(C(=O)c1snc(C(N)=O)c1N)C(C(=O)NCCC(C)C)c1ccco1 (stereo unspecified)	?	3%	-10%	0%	8	3%	3%	5%	0%	-5%	0%
O=C1[C@H]2CC3C=CC2(O3)[C@@H]2OCCCN12 (stereo partly specified)	.	14%	.	-3%	-32	.	.	.	4%	-2%	-21%
CCCCCCCN1CCC(=O)N([C@H](CO)c2ccccc2)CC1	-8%	-5%	-21%	-1%	-50	?	1%	-6%	-3%	0%	1%
O=C1CC(c2ccc3c(c2)OCO3)c2cc3c(cc2N1)OCO3 (stereo unspecified)	2%	.	-5%	16%	-22	0%	17%	3%	.	.	3%
CCOc1ccc(S(=O)(=O)NCCC(=O)NCC(c2cccs2)N2CCOCC2)cc1 (stereo unspecified)	-37%	3%	.	-1%	-8	-3%	-4%	-5%	-2%	-2%	1%
COc1ccccc1-c1cc(C(=O)N/N=C/c2ccc(C)s2)c2ccccc2n1	2.8µM*	7.3µM*	-8%	6%	2	-2%	4.5µM*	10%	-2%	-1%	?
O=C1CNC(=S)N1Cc1ccccc1	-3%	9%	11%	0%	-1	-1%	-2%	.	-4%	-2%	-1%
S=c1[nH]nc(-c2ccccc2)n1/N=C/c1cccc(Br)c1	7.1µM*	-17%	16%	-8%	-93*	-8%	7.1µM*	-3%	1%	1%	-11%
C=CCn1c(-c2cc3cccc(OC)c3o2)n[nH]c1=S	3.5µM*	-3%	-1%	-9%	12	.	?	16%	5%	-2%	?
Cc1[nH]ccc(=O)c1OCc1ccc(Cl)cc1	45%	1%	-7%	-6%	1	-15%	-3%	-11%	-4%	-2%	0%
O=C(CCc1nnc(C2CCCCC2)o1)N1CCN(c2ccccc2F)CC1	-8%	?	32%[activator]	0%	6	-14%	-15%	-7%	3.5µM*	2.5µM*	12µM*
Cc1ccccc1N1CCN(CCCN2C(=O)CC(=C(c3ccccc3)c3ccccc3)C2=O)CC1	?	?	?	-6%	-46	2%	?	2%	0%	18%	0%
c1cncc(CNc2ncnc3ccc(-c4ccoc4)cc23)c1	22%	?	0%	2%&2%	.	.	1%	.	-4%&5%	1%&6%	-1%&-5%
Cc1ccc(-n2c(=O)c3sccc3n(CC(=O)NCC3CCCO3)c2=O)cc1F (stereo unspecified)	-6%	0%	-1%	4%	12	.	0%	4%	-1%	-3%	-2%
Cc1c(Br)cc(C(=O)OC2CCN(C)CC2)c(C)c1C	-42%	11%	-8%	-5%	10	-5%	1%	-3%	-1%	-1%	1%
COC(=O)CN1C(=O)C(O)(CC(=O)c2cccc(Br)c2)c2ccccc21 (stereo unspecified)	3%	15%	1%	4%	17	-15%	?	0%	3%	-2%	0%
O=C(COc1ccccc1)OCc1csc(Nc2ccccc2)n1	16%	?	2%	3%	-2	-3%	-10%	.	0%	2%	?
CC(OC(=O)Cn1nnc2ccccc21)C(=O)NC1CCCC1 (stereo unspecified)	-9%	10%	-15%	4%	13	1%	-2%	-6%	1%	1%	2%
CN(C)Cc1nc2ccccc2c(=O)n1CC#N	-11%	?	2%	17%	-1	-1%	-5%	-26%	20%	2%	-4%
CC(=C/C(=O)O)/C=C/c1ccco1	?	?	8%	-7%	-8	?	?	19%	-1%	1%	1%
COc1ccccc1NC(=O)c1ccccc1C(=O)O	13%	12%	7%	?	-15	0%	3%	-13%	1%	-3%	-4%
CC1CCCCC1NC(=O)c1ccco1 (stereo unspecified)	.	21%	.	-3%	11	.	.	.	0%	-4%	3%
